Phagocyt inh – inhibitors of macrophage phagocytosis, primary screen, imaging, J774A.1 cells, IgG beads | J774A.1 macrophage IgG-bead phagocytosis | inhibition, % at 5 µM | 0.07% of 110,000 active | AID 1029, 2008;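 active = inhibition above the mean of the plate negative controls plus 5 SD, cut at about 13% in these data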;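 also: phagocytic index as fraction of beads internalized from green versus red external bead signal; plate controls were DMSO negative control for no effect and cytochalasin-D positive control for full effect; some results beyond the cut were filed as inactive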
GALR2 blocker – GALR2 antagonists in receptor-expressing cells, primary screen | AID 828, 2007 | inhibition, % at 4 µM | antagonist mode | 0.39% of 140,000 active | Galanin receptor type 2 (Homo sapiens), O43603; in the data active = inhibition above about 27%;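 also: cells stimulated with galanin 1-16 at roughly its EC80; 0% = agonist challenge control and 100% = basal control without agonist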
Target sequence (O43603 whole entry, looked up): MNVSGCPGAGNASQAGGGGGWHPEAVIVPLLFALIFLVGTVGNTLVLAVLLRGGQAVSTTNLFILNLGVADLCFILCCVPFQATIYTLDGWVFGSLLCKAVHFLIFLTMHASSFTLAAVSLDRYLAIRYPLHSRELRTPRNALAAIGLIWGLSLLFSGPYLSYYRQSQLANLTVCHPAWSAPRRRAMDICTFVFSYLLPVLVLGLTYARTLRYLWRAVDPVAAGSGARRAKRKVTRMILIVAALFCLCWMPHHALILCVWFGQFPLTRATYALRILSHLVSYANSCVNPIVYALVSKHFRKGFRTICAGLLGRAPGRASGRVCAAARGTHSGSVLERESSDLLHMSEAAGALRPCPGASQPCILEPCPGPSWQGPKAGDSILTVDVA
HCT116 bCat-KO – primary screen for growth suppressors in beta-catenin knockout HCT116 cells (colon tumor, human) | viability, % at 10 µM | HCT116 beta-catenin knockout viability, CellTiter-Glo, 60 h; stronger effect = lower value | AID 818, 2007 | 1.5% of 140,000 active;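 active = viability at or under a set limit, the compound median less 4 SD, cut at about 6% in these data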;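 also: 0% = Hyamine 1622 control at 20 µM and 100% = untreated cell control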
E-sel TNF inh – E-selectin induction blockers in HUVEC – imaging, immunofluorescence, high content, primary screen | AID 1246, 2008 | 0.71% of 120,000 active | inhibition, % at 2 µM | HUVEC TNFa-induced E-selectin immunofluorescence;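 active = inhibition above the batch mean plus 3 SD, and confirmed as a hit on visual image review, cut at about 43% in these data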;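 also: 0% = TNF-stimulated DMSO wells and 100% = unstimulated control wells; not every result past the cut was called active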
BB579 growth dn – growth inhibitors of yeast BB579 in restrictive medium, primary screen, yeast lifespan-shortening project, S. cerevisiae | 0.51% of 140,000 active | inhibition, % at 10 µM | OD615, 48 h;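 active = inhibition above a set limit, 3 SD over the mean compound inhibition, cut at about 44% in these data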; also: inactives centre near -24
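Detection: OD615 turbidity measurement; Material: Saccharomyces cerevisiae DeaD strain BB579, replicative lifespan model yeast; Timing: 48 h exposure, 30 °C; Doses: single 10 µM dose; Medium: CSMM-D restrictive synthetic medium containing dextrose (glucose); Controls: amphotericin B at 10 µg/mL as positive control.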
Measles CPE – compounds protecting cells from measles virus cytopathic effect, primary screen, measles RdRp inhibitor project, single point, MLSMR library, absorbance; 1.5% of 140,000 active; protection (pct of control), % at 4 µM; AID 841, 2007; Measles virus-infected cells, CPE protection; in the data active = protection mostly above about 24%, no sharp cut-off; inactive = mostly below about 26%; also: some compounds called inactive have numbers as strong as hits
NPY-Y2 antag – NPY-Y2 receptor antagonists, primary screen, cell-based | Neuropeptide Y receptor type 2 (Homo sapiens), P49146 | NPY-Y2 expressing cells, antagonist mode | inhibition, % at 2.7 µM | 0.99% of 140,000 active | AID 793, 2007; in the data active = inhibition above about 17%;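 also: 0% = vehicle with agonist challenge and 100% = reference antagonist with challenge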
Target sequence (P49146 whole entry, looked up): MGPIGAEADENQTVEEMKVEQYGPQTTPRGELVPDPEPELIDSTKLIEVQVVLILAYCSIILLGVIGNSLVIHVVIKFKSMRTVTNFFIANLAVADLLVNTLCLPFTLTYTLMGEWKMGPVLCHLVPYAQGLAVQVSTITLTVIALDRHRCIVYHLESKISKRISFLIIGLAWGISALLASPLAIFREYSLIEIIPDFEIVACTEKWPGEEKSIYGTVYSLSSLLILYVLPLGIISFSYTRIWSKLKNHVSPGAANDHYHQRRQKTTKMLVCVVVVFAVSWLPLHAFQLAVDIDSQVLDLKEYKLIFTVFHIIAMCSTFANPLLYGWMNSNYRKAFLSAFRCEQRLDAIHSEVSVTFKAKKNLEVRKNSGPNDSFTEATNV
MRP1 act – H69AR viability gain despite doxorubicin, primary screen, MRP-1 activator project, H69AR cells, CellTiter-Glo; viability rescue; AID 799, 2007; viability increase, % at 10 µM; 0.61% of 140,000 active;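 active = viability gain under doxorubicin at or above a set limit, the compound median plus 3 SD, cut at about 4.7% in these data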;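 also: MRP-1 overexpressing cells given doxorubicin 25 µM after compound pretreatment; 18-22 h compound pretreatment then 72 h with doxorubicin before readout; 0% = doxorubicin-only wells and 100% = vehicle-treated cells without doxorubicin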
Yeast life ext – compounds extending yeast replicative lifespan, primary screen, S. cerevisiae, OD615 | S. cerevisiae growth with nicotinamide; deaD strain in restrictive glucose medium | inhibition of the nicotinamide effect, % at 10 µM | 0.68% of 130,000 active | AID 775, 2007;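 active = inhibition above a set limit, placed 3 SD over the median of all compounds, cut at about 26% in these data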;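 also: 0% = nicotinamide-treated wells and 100% = cells grown without nicotinamide; some compounds called inactive have numbers as strong as hits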
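assay system = DeaD-strain S. cerevisiae | buffer or medium = restrictive glucose medium | reagent = 1.5 mM nicotinamide | compound = 10 µM single point, 0.25% DMSO | incubation = 48 h compound exposure at 30 °C, humidified | signal = OD615 measurement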
HCT116 PTEN-null – growth suppression of PTEN-null HCT116, primary screen, cell-based, CellTiter-Glo | HCT116 PTEN-null viability, 60 h; stronger effect = lower value | viability, % at 10 µM | 1.2% of 140,000 active;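 active = viability at or below a set limit, 4 SD under the median of all tested compounds, cut at about 3.7% in these data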;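 also: PTEN knockout HCT116 line with beta catenin targeted HCT116 as companion control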
The depositor's hits bear a star; nt = no result given.

Structure,Phagocyt inh,GALR2 blocker,HCT116 bCat-KO,E-sel TNF inh,BB579 growth dn,Measles CPE,NPY-Y2 antag,MRP1 act,Yeast life ext,HCT116 PTEN-null
Cc1onc(-c2ccccc2Cl)c1C(=O)Nc1sc2c(c1C#N)CCC2,0,12,101,11,-59,13,26*,-3.5,-11,71
CO/N=C(/CNC(=O)c1ccc(Cl)cc1Cl)c1ccc(Cl)cc1,nt,-4,98,-3,-36,4,3,-1.2,-13,94
CC1(c2ccc3noc(-c4ccccc4)c3c2)OCCO1,-1,14,68,-21,-11,5,4,-4.0,-10,72
Cc1cc(C)n(Cc2ccc(Cl)c(Cl)c2)c(=O)c1S(=O)(=O)c1ccccc1,0,5,93,1,-49,21,1,-0.5,0,107
CCOC(=O)N/N=C/c1c(C)nn(-c2cccc(C(F)(F)F)c2)c1Cl,2,-15,14,8,-48,8,3,-0.8,-3,12
Cc1c(C(=O)Nc2nc3ccccc3[nH]2)oc2c(Cl)cccc12,0,20,27,nt,-58,13,10,-4.7,2,19
CC(C)CCNC(=O)NC(=O)COC(=O)C1CCN(S(=O)(=O)c2ccccc2F)CC1,-8,-19,95,nt,-42,16,2,-1.5,3,95
Cc1ccc(NC(=O)CC2NCCNC2=O)cc1 (stereo unspecified),0,-12,83,-3,-29,32,-1,-1.2,-7,84
CCc1ccc2c(c1)c1nc(C)sc1n2CC,0,-10,72,27,31,27,3,-1.4,-37,81
CC(=O)Nc1sc(N)nc1-c1ccccc1,0,2,81,nt,-45,35*,10,0.7,-3,93
CCn1c(=O)c(=O)[nH]c2cc(C(=O)N3CCN(c4ccccc4F)CC3)ccc21,-1,0,105,3,-42,13,0,-0.1,-9,92
CN(C)/C=C/C(=O)c1cccc(Cl)c1,1,-4,81,-12,-59,2,1,-1.0,10,84
COc1cccc([C@@H]2Oc3ccc(OC)cc3C(=O)[C@H]2OC(=O)NCc2ccc3c(c2)OCO3)c1,nt,11,78,-14,-36,8,3,-0.1,-4,68
O=C(N/N=C\C=C\c1ccc2c(c1)OCO2)c1cccnc1,-2,2,60,nt,-8,4,2,-0.1,-4,66
c1ccc(CSc2nnc(-c3ccco3)n2Cc2ccccc2)cc1,-1,-3,78,-17,-31,7,6,-2.9,0,77
O=C(c1ccccc1-c1ccccc1)N1CCOCC1,-3,0,108,4,12,8,0,-0.4,-8,102
S=c1[nH]ncn1/N=C/c1ccc(Br)cc1,-2,1,88,nt,-71,1,1,-0.4,-14,107
O=C(c1ccc2nc(N3CCOCC3)sc2c1)N1CCC(Cc2ccccc2)CC1,nt,11,79,-3,-6,11,2,-0.9,-6,87
COc1ccc(C(=O)NC(=O)COC(=O)c2ccc3ncsc3c2)cc1,-6,7,97,nt,-49,5,4,-0.8,-5,101
COc1cc(/C=N/NC(=S)NCCN2CCOCC2)ccc1O,-6,0,90,-8,-29,11,0,0.9,-3,102

Filtered by structure, those above with an NH in an aromatic ring (three)
Structure,Phagocyt inh,GALR2 blocker,HCT116 bCat-KO,E-sel TNF inh,BB579 growth dn,Measles CPE,NPY-Y2 antag,MRP1 act,Yeast life ext,HCT116 PTEN-null
Cc1c(C(=O)Nc2nc3ccccc3[nH]2)oc2c(Cl)cccc12,0,20,27,nt,-58,13,10,-4.7,2,19
CCn1c(=O)c(=O)[nH]c2cc(C(=O)N3CCN(c4ccccc4F)CC3)ccc21,-1,0,105,3,-42,13,0,-0.1,-9,92
S=c1[nH]ncn1/N=C/c1ccc(Br)cc1,-2,1,88,nt,-71,1,1,-0.4,-14,107

More records
Structure,Phagocyt inh,GALR2 blocker,HCT116 bCat-KO,E-sel TNF inh,BB579 growth dn,Measles CPE,NPY-Y2 antag,MRP1 act,Yeast life ext,HCT116 PTEN-null
CCCCC(=Nc1ccccc1OC)C1=C(O)CC(c2ccccc2)CC1=O (stereo unspecified),-2,-2,98,nt,17,4,4,-0.5,67*,97
Cc1nc(N2CCN(C)CC2)c2c(C)c(C(=O)Nc3ccc(F)cc3)sc2n1,-2,-7,97,6,-27,21,3,-2.0,-1,85
Cc1ccccc1CSCC(=O)N/N=C/c1cccs1,nt,-4,87,33,-10,6,4,-2.2,-11,86
O=C(N/N=C/c1cccnc1)C(O)c1ccccc1 (stereo unspecified),3,-1,88,nt,-30,15,-1,-0.5,4,99
CCC1CCCCN1CCNC(=O)CCS(=O)(=O)c1ccc(Br)cc1 (stereo unspecified),nt,6,98,16,-23,2,2,-2.7,nt,91
Cc1ccc(/C(N)=N/OC(=O)c2ccc(C)cc2Cl)cc1,-1,-9,94,3,58*,5,3,-2.9,-6,89
Cc1cc(/C=N/NC(N)=O)c(C)c(CO)c1,-3,-5,98,29,-9,6,-2,-0.1,-16,101
COc1cc(S(=O)(=O)N2CCC(c3nc4ccccc4s3)CC2)ccc1S(=O)(=O)N1CC(C)CC(C)C1 (stereo unspecified),nt,10,98,-11,-30,2,-2,-1.8,nt,91
Cn1c(C(=O)N2CCN(c3ncccn3)CC2)cc2c(=O)n(C)c3ccccc3c21,0,-8,93,-3,18,11,-1,-0.3,0,90
N#Cc1nc(-c2ccc(Cl)cc2)oc1NCc1ccco1,-3,6,108,-11,-24,4,2,-2.5,-16,103
COc1ccc(-c2nnc(SCC(=O)N3CCOCC3)n2C)cc1OC,nt,-12,86,-1,6,7,1,-0.6,nt,98
CC1=C(C(=O)OC(C)C)C(c2cccnc2)n2ncnc2N1 (stereo unspecified),0,4,91,nt,-15,10,4,-2.5,-7,105
COc1cc(OC)c2nc(C)c3c(c2c1)N(c1ccc(O)cc1)CC3,nt,11,4.5*,-19,-22,3,5,-3.7,1,5
CCC(=O)Nc1cc(C(=O)OCC(=O)c2ccccc2Cl)ccc1C,nt,-7,83,13,-5,5,1,-2.0,-16,86
Cc1ccc(S(=O)(=O)Nc2ccc(Cl)cc2)cc1NC(=O)c1cc2c(s1)CCCC2,-15,4,73,nt,-24,13,1,-1.1,6,67
COc1cc(NC(=S)NC(=O)c2ccc(C(C)(C)C)cc2)ccc1NC(=O)c1cccs1,-8,-2,58,nt,-15,nt,0,-0.3,-2,64
CC1CC(C)CN(CCOc2ccc(Br)cc2)C1 (stereo unspecified),-3,4,83,11,-4,7,9,-2.9,3,90
CC(NC(=O)C1CC1)C(c1cccs1)N1CCN(c2ccccc2)CC1 (stereo unspecified),nt,12,90,-1,-36,17,3,-2.3,-1,86
COC(=O)C1=C(NC(=O)CCCCl)CCS1,-5,-7,89,7,-22,50*,-1,-3.0,-6,100
O=C(COC(=O)[C@H](Cc1ccccc1)NS(=O)(=O)c1ccccc1F)NC1CCCCC1,0,4,79,nt,-14,39,-2,-2.2,-12,93

Single entries from the results shown.
Cc1ccc(S(=O)(=O)Nc2ccc(Cl)cc2)cc1NC(=O)c1cc2c(s1)CCCC2 | HCT116 bCat-KO: 73
O=C(COC(=O)[C@H](Cc1ccccc1)NS(=O)(=O)c1ccccc1F)NC1CCCCC1 | Phagocyt inh: 0

The list continues:
Structure,Phagocyt inh,GALR2 blocker,HCT116 bCat-KO,E-sel TNF inh,BB579 growth dn,Measles CPE,NPY-Y2 antag,MRP1 act,Yeast life ext,HCT116 PTEN-null
COc1ccc2c(c1OC)C(=O)OC2CC(=O)c1ccc(N(C)C)cc1 (stereo unspecified),nt,12,108,-8,-35,20,1,-0.2,-10,99
Clc1ccc(-c2nn3c(C4COc5ccccc5O4)nnc3s2)cc1 (stereo unspecified),0,-1,74,-2,-7,5,11,-3.0,-33,72
Clc1cc(CSc2ccccc2)nc(-c2ccccc2)n1,-1,-7,90,nt,-53,3,2,-0.4,-20,83
CCN1C(=O)C(CC(=O)Nc2ccc(OC)cc2)N(Cc2ccco2)C1=S (stereo unspecified),5,8,88,19,-19,7,1,-2.4,3,86
Cc1nnc(SCC(=O)Nc2ccc(Br)cn2)[nH]c1=O,0,-5,90,-21,-15,2,1,1.0,-11,92
Cc1ccc(C(=O)NNC(=S)Nc2cccc3ccccc23)s1,-2,20,91,-27,-28,11,3,-1.9,-7,90
O=c1c2ccccc2cnn1Cc1n[nH]c(=S)n1-c1ccc(Cl)cc1Cl,-3,7,100,0,-6,3,-1,-1.8,1,103
COc1nc(OC)nc(N(C)CCO)n1,-3,0,90,-30,19,3,2,1.8,-15,84
COc1ccc(C(=O)Cn2c(=O)c(CCC(=O)O)nn3c4ccccc4nc23)cc1OC,-1,-1,110,nt,-42,18,0,-1.0,-17,106
CC1CCCCN1C(=O)Cn1cc(C#N)c2ccccc21 (stereo unspecified),nt,-3,85,-12,-11,40*,5,-4.3,nt,96
COC(=O)c1ccccc1NC(=O)CN(c1ccc(OC)cc1)S(C)(=O)=O,nt,4,66,11,-22,16,4,-5.3,nt,58
O=C(CCN1CCCCC1)c1ccccc1,0,2,85,-9,-11,6,4,-1.6,-7,92
Cc1cccc(C(=O)O/N=C(\N)c2cccc([N+](=O)[O-])c2)c1,nt,-2,83,-18,19,29,-2,1.8,-24,87
Cc1ccc(C)c(N2CCN(S(=O)(=O)c3ccc4c(c3)oc(=O)n4C)CC2)c1,0,10,78,28,13,20,3,-2.8,-1,73
C/C=C/c1ccc(OCCOc2cc(C=O)ccc2OC)c(OC)c1,nt,-8,57,-9,-17,34,3,2.0,13,57
c1ccc(N2CCN(Cc3nnnn3C3CCCCC3)CC2)cc1,-1,6,93,30,-3,4,2,-3.4,-9,96

Six compounds from above with just Yeast life ext and GALR2 blocker:
| SMILES | Yeast life ext | GALR2 blocker |
| --- | --- | --- |
| COC(=O)c1ccccc1NC(=O)CN(c1ccc(OC)cc1)S(C)(=O)=O | nt | 4 |
| O=C(CCN1CCCCC1)c1ccccc1 | -7 | 2 |
| Cc1cccc(C(=O)O/N=C(\N)c2cccc([N+](=O)[O-])c2)c1 | -24 | -2 |
| Cc1ccc(C)c(N2CCN(S(=O)(=O)c3ccc4c(c3)oc(=O)n4C)CC2)c1 | -1 | 10 |
| C/C=C/c1ccc(OCCOc2cc(C=O)ccc2OC)c(OC)c1 | 13 | -8 |
| c1ccc(N2CCN(Cc3nnnn3C3CCCCC3)CC2)cc1 | -9 | 6 |

Assay outcomes as filed in PubChem.
